Source: PubChem
Vc quorum ag = quorum light induction in luxS cqsA deficient V. cholerae. activation, % at 18.7 µM. V. cholerae BH1578 lux reporter, luminescence, 6 h. 350,000 tested, 0.16% active; in the data active = activation mostly above about 9.7%, no sharp cut-off; also: not every result past the cut was called active; inactives centre near 0; reference of the scale not given here
Mtb UGM inh = inhibitors of M. tuberculosis UDP-galactopyranose mutase | purified UGM, fluorescence polarization probe displacement | inhibition, % at 10 µM | 320,000 tested, 0.06% active; in the data active = inhibition above about 10%, passing the limit was not always enough
Target sequence (P9WIQ1 whole entry, looked up): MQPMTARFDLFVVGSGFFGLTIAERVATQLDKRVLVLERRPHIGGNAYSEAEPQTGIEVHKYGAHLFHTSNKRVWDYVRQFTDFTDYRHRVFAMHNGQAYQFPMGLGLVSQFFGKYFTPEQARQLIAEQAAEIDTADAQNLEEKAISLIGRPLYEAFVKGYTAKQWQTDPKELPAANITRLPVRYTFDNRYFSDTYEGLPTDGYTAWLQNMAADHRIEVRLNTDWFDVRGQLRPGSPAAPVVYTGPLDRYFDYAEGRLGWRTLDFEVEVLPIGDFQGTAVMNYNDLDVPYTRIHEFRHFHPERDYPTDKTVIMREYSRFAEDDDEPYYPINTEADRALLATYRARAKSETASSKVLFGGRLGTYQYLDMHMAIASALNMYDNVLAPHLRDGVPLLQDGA
MazEF act = MazEF (E. coli) toxin RNase activation | P0AE70 | FAM/BHQ RNA-DNA oligo cleavage fluorescence, 5 h | activation, % at 20 µM | 350,000 tested, 0.32% active | AID 504720; in the data active = activation above about 50%
Target sequence (P0AE70 whole entry, looked up): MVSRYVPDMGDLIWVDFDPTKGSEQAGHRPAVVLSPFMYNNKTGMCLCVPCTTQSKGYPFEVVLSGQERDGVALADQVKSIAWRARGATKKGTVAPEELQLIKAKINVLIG
Rv3671c inh = inhibitors of M. tuberculosis serine protease Rv3671c; P9WHR9; inhibition, % at 5.96 µM; 320,000 tested, 0.048% active; in the data active = inhibition above about 38%;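 also: extracellular domain of Rv3671c used as enzyme; 0% = enzyme with DMSO and 100% = no enzyme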
FBA Mtb inh = Mtb fructose-bisphosphate aldolase inhibition; 360,000 tested, 2.3% active; purified M. tuberculosis FBA, fluorescence read-out; P9WQA3; inhibition, % at 1 µM; in the data active = inhibition above about 27%;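 also: 0% = vehicle and 100% = reference inhibitor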
Target sequence (P9WQA3 whole entry, looked up): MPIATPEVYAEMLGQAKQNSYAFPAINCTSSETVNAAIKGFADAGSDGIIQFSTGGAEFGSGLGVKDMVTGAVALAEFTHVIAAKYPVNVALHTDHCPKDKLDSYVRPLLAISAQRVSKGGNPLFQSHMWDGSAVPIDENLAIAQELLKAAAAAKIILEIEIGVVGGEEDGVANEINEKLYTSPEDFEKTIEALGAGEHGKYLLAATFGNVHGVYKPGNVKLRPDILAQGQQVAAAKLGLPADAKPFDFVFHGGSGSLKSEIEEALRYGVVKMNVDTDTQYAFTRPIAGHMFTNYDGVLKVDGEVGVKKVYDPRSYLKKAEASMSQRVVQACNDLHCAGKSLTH
DUSP3 inh = blocks human VHR1 dual specificity phosphatase. P51452. inhibition, % at 13.3 µM. AID 1654. recombinant VHR phosphatase, pNPP absorbance. 290,000 tested, 0.52% active; in the data active = inhibition above about 50%; also: some compounds called inactive have numbers as strong as hits
Target sequence (P51452 whole entry, looked up): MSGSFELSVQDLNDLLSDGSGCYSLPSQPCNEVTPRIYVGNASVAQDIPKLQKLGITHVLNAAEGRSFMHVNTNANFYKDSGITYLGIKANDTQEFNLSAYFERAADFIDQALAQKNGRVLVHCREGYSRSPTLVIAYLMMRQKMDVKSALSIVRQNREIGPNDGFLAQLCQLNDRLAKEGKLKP
SSB-PriA inh = K. pneumoniae PriA-SSBct interaction inhibition. inhibition, % at 33 µM. 430,000 tested, 0.6% active. AlphaScreen SSBct-PriA binding, biotinylated peptide; in the data active = inhibition mostly above about 37%, no sharp cut-off; inactive = mostly below about 20%;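 also: plate controls were negative control peptide for no effect and reference peptide for full effect; strong numbers were not always called active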
Mtb BioA inh = inhibitors of Mycobacterium tuberculosis BioA enzyme. 360,000 tested, 0.096% active. AID 602481. inhibition, % at 9.99 µM. purified M. tuberculosis BioA enzyme, plate reader; in the data active = inhibition above about 40%
GDH-TPI counter = inhibits GDH-TPI coupling enzymes, artifact for Mtb FBA screen. 360,000 tested, 1.2% active. inhibition, % at 4.8 µM. AID 588335. GDH-TPI coupled enzyme counterscreen, NADH absorbance; in the data active = inhibition above about 30%;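 also: 0% = DMSO wells and 100% = wells lacking the enzyme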
3CLpro inhibitor = SARS-CoV 3CLpro protease inhibition; inhibition, % at 6 µM; recombinant SARS-CoV 3CLpro, quenched FRET peptide cleavage; 290,000 tested, 0.14% active; P0C6X7; in the data active = inhibition above about 12%
Active calls of the source: *; i = inactive; nt = not tested or not shown. Not all compounds are listed (hit frequency here may not be typical).

SMILES | Vc quorum ag | Mtb UGM inh | MazEF act | Rv3671c inh | FBA Mtb inh | DUSP3 inh | SSB-PriA inh | Mtb BioA inh | GDH-TPI counter | 3CLpro inhibitor
CCOc1ccccc1NC(=O)COC(=O)Cc1ccc(-c2ccccc2)cc1 | -0.6 | 0.2 | -4 | -19 | 1 | 18 | -8 | -1.6 | 5 | 3
O=C(NOC(=O)c1ccccc1)c1ccccc1 | -0.7 | 1.4 | 8 | 6 | 0 | 13 | -4 | 0.1 | 1 | 2
CCNc1nc(Oc2ccc(=O)n(-c3ccccc3)n2)nc(N(C)C)n1 | nt | 1.8 | -3 | 6 | -2 | 20 | -7 | 3.7 | -5 | 4
COc1cccc(-n2nc(C(=O)N3CC(C)CC(C)C3)c3ccccc3c2=O)c1 (configuration not stated) | -0.4 | 1.0 | -3 | 0 | 0 | 17 | -19 | 2.3 | 0 | 6
Cc1csc(=O)n1CCC(=O)OCC(=O)NCc1ccc(Cl)cc1Cl | -1.2 | 1.7 | -2 | -3 | 2 | nt | -1 | 1.2 | 6 | nt
Cc1cc(CNC(=O)COc2ccccc2)c2ccccc2n1 | 3.6 | nt | 7 | nt | -2 | 16 | 6 | nt | 5 | -1
CC(=O)Nc1ccc(C(=O)C(Cc2ccccc2)N(C)C)cc1 (configuration not stated) | -1.2 | 1.5 | -2 | 3 | 3 | 27 | -4 | 1.1 | 7 | 3
CCn1c(O)c(/C=N/N=C/c2ccccc2)c2ccc(C3=NNC(=O)CC3)cc21 | i | 5.3 | 747* | 6 | -6 | 10 | nt | -4.2 | 13 | -3
CC1CCCN(S(=O)(=O)c2ccc(C(=O)NC(C)c3ccccc3)cc2)C1 (configuration not stated) | i | nt | -3 | nt | 0 | nt | 1 | nt | -7 | nt
COc1ccc2nc(NNC(=O)C3COc4ccccc4O3)sc2c1 (configuration not stated) | 0.3 | -0.4 | 1 | 6 | 2 | -4 | 8 | 0.2 | -7 | 6
O=C(NCCN1CCN(c2ccccc2F)CC1)c1ccc2nc3ccccc3c(=O)n2c1 | -1.2 | nt | 9 | nt | 21 | 9 | -9 | -0.7 | 4 | 0
COc1ccc2nc(NC(=O)CN(c3ccc(C)cc3)S(=O)(=O)c3c(C)nn(C)c3C)sc2c1 | i | -3.0 | -3 | -51 | 3 | 10 | 9 | -1.0 | -12 | -1
Cc1cc(C)c2cc(C#N)c(NCCNC(=S)NCCCN3CCOCC3)nc2c1 | -2.1 | 1.8 | -1 | 6 | 24 | 31 | 6 | -0.2 | -1 | 3
Cc1ccc(Nc2nc(C)c(CCC(C)C)c(=O)[nH]2)cc1 | -1.4 | 2.3 | 1 | 0 | 3 | 10 | -8 | -0.6 | -2 | -6
COC(=O)CSc1nnc(CNC(=O)c2ccccc2OC)n1C | i | 0.6 | 4 | 7 | 1 | 8 | -5 | -1.1 | 8 | 1
NC(=O)c1ccsc1NC(=O)CCS(=O)(=O)c1ccc(F)cc1 | i | -1.2 | 0 | -2 | 0 | nt | -11 | 6.1 | -1 | nt
O=C(NCC1CCCO1)C(c1cccs1)N(Cc1ccccc1)C(=O)c1ccc(-c2ccccc2)[nH]1 (configuration not stated) | -0.3 | -4.0 | -3 | -11 | 3 | 13 | 27 | nt | 3 | 4
CC(C)(C)NC(=O)CSCc1c(Cl)cccc1Cl | 1.9 | -0.5 | -2 | 0 | -1 | -8 | -33 | nt | 3 | 2
COc1cccc(CN2CCN(Cc3nc(-c4cccc(F)c4F)oc3C)CC2=O)c1 | 0.3 | 1.3 | 2 | -7 | -3 | 26 | -2 | nt | 2 | 2
Fc1ccccc1CNc1nc(-c2cccnc2)nc2ccccc12 | -0.7 | -1.1 | -3 | -14 | -3 | 6 | 4 | -2.9 | 13 | -3
CCCCc1cc(C)c(S(=O)(=O)c2ccccc2C)c(=O)[nH]1 | -1.0 | -1.6 | -5 | 0 | 0 | -12 | 2 | -2.0 | 7 | 2
Cc1ccc(Cc2cnc(N)s2)o1 | 7.1 | -0.2 | -17 | -10 | 2 | 12 | -10 | -1.5 | 27 | -5
c1ccc(Cc2nnc(N3CCCCC3)c3ccccc23)cc1 | 9.2 | -0.8 | 7 | 5 | 3 | 13 | 0 | nt | 10 | 2
COc1cccc(NC(=O)N(C)C[C@@H]2Oc3cc(Br)ccc3S(=O)(=O)N([C@@H](C)CO)C[C@H]2C)c1 | -0.7 | nt | 5 | nt | -1 | nt | nt | 4.7 | -18 | nt
O=C(Nn1cnnc1)c1ccccc1Cl | -0.4 | 0.9 | 1 | -2 | 0 | 16 | 2 | 0.3 | 13 | 3
Further records follow.
SMILES | Vc quorum ag | Mtb UGM inh | MazEF act | Rv3671c inh | FBA Mtb inh | DUSP3 inh | SSB-PriA inh | Mtb BioA inh | GDH-TPI counter | 3CLpro inhibitor
Cc1ccc(C)c2[nH]c(=O)c(CCNC(=O)CCc3ccccc3)cc12 | -0.3 | -1.1 | -4 | -2 | -1 | 21 | -11 | -0.7 | 5 | -4
O=C(O)c1ccc(CSc2nc3ccc(NC(=O)c4ccccc4C(=O)O)cc3s2)cc1 | -0.1 | 1.1 | -15 | 7 | -3 | 23 | -9 | 3.4 | 17 | 3
Cn1cc(/C=C(\C#N)C(=O)Nc2ncc(Cc3ccc(Cl)cc3)s2)c2ccccc21 | -0.3 | -2.1 | -28 | 3 | -3 | 2 | -6 | nt | 15 | 1
Cc1occc(=O)c1O | i | 1.7 | 4 | 0 | 4 | -7 | -6 | -3.2 | 2 | -2
CCN(CC)CCCN=C(C)c1c(O)n(-c2ccccc2)c(=O)[nH]c1=O | i | 4.2 | -7 | 7 | -1 | -8 | -14 | -0.2 | 4 | 4
COCCCNCCCCOc1ccc(Br)cc1C | -0.5 | 7.1 | 6 | 3 | 6 | -5 | -3 | nt | 7 | 7
O=C(CSc1nnc(NC(=O)c2c(F)cccc2Cl)s1)Nc1ccccc1F | i | 0.8 | 0 | 1 | 1 | 6 | -1 | -0.1 | -8 | -4
CCCCNC1C(CC)C(CCC)C(C#N)(C#N)C1(C#N)C#N (configuration not stated) | i | 4.2 | 9 | 1 | 1 | -13 | -3 | -1.1 | 0 | -1
CC(OC(=O)Cn1c(C(F)(F)F)nc2ccccc21)C(=O)N1CCCc2ccccc21 (configuration not stated) | -0.1 | 1.8 | 4 | 0 | -4 | 13 | -5 | -2.4 | -6 | -2
Cc1ccnc(NC(=O)c2cccc(NC(=O)COc3ccccc3)c2)c1 | -1.8 | 1.6 | -2 | 2 | 0 | 40 | -9 | 1.0 | -4 | -4
CCOC(=O)Cc1csc(NC(=O)CSc2nnc(C3CC3)n2C)n1 | i | -2.1 | -1 | 7 | -5 | 33 | 7 | -6.3 | 7 | 5
C/C(Cl)=C\CSc1nnc2n(N)c(=O)c3ccccc3n12 | -0.2 | 1.6 | 9 | -2 | -3 | -6 | -7 | 7.5 | 6 | 2
COCCCn1c(SCc2ccc(OC)cc2)nc2cc(OC)c(OC)cc2c1=N | i | -1.0 | 3 | 11 | 2 | 29 | 0 | 1.0 | 11 | 3
COc1ccc2c(c1)O/C(=C\c1sccc1C)C2=O | -0.4 | 0.2 | 1 | -11 | -1 | 30 | -1 | -1.0 | 8 | 2
CCOC(=O)c1c(NC(=S)Nc2ccc(Cl)cc2)sc2c1CCN(C)C2 | -0.4 | -2.3 | 171* | -17 | 3 | 14 | 17 | -1.6 | 15 | 6
CCN(CC)S(=O)(=O)c1ccc(C(=O)N(c2ccccc2)C2C=CS(=O)(=O)C2)cc1 (configuration not stated) | 0.7 | -1.3 | 8 | 1 | 2 | 10 | -5 | nt | 0 | -2
COc1ccc2c(c1)C(C)=CC(C)(C)N2S(=O)(=O)c1ccc(NC(C)=O)cc1 | -0.6 | 3.6 | -8 | -18 | 0 | -15 | -10 | -0.6 | 9 | 3
CN(CCc1ccccc1)C(=O)c1cccc(NC(=O)Cc2cccc(NC(=O)C3CCCN(C(=O)C4CCCC4)C3)c2)c1 (configuration not stated) | i | nt | 6 | nt | -1 | nt | -6 | -0.9 | 5 | nt
O=C(CCCN1C(=O)c2ccccc2C1=O)NCCCN1CCOCC1 | -0.6 | -3.8 | 9 | 1 | 4 | 9 | -31 | 0.0 | -1 | 1
Cn1cc([N+](=O)[O-])cc1-c1nc2ccccc2n1C | i | -0.5 | 4 | -9 | -1 | 5 | 12 | 0.9 | 30 | -1
CCOC(=O)C1CCN(S(=O)(=O)c2cccc3nonc23)CC1 | -0.3 | 1.0 | -1 | -2 | -2 | -4 | -15 | -0.9 | 8 | -1
CCOc1ccc(CCNC(=O)C2CCN(S(=O)(=O)c3ccc(C)cc3)CC2)cc1OCC | i | 5.9 | 7 | -9 | 0 | 10 | -8 | -0.8 | -1 | 7
C=CCN(CC=C)S(=O)(=O)c1ccc2nc(NC(=O)C(C)C)sc2c1 | i | -0.2 | 5 | -2 | -1 | -12 | -11 | -0.4 | -2 | 4
COc1cccc(C2/C(=C(\O)c3ccc4c(c3)OCCO4)C(=O)C(=O)N2c2nnc(C)s2)c1 (configuration not stated) | i | 1.9 | 3 | -1 | 4 | 14 | nt | -0.5 | 2 | 4
COCCCN1C(=O)C2C(C(=O)Nc3cccc(Cl)c3)C3C=CC2(O3)C1C(=O)NC1CCCCC1 (configuration not stated) | 0.1 | -2.7 | 8 | 1 | 0 | 26 | -1 | 0.4 | -5 | -3
Further structures
SMILES | Vc quorum ag | Mtb UGM inh | MazEF act | Rv3671c inh | FBA Mtb inh | DUSP3 inh | SSB-PriA inh | Mtb BioA inh | GDH-TPI counter | 3CLpro inhibitor
Cn1c(=O)c(=O)n(C)c2cc(S(=O)(=O)CCC(=O)Nc3ccccc3C(F)(F)F)ccc21 | i | nt | -5 | nt | 3 | nt | nt | 1.6 | 9 | nt
COc1ccc(C(C)=O)cc1CSCCC(=O)O | -0.3 | -2.2 | 9 | 4 | 4 | 12 | -6 | 0.7 | 6 | -5
O=C(CCOc1ccccc1)OCC(=O)c1cc2ccccc2o1 | -0.5 | 1.6 | 9 | 0 | 0 | 7 | -40 | -1.7 | 13 | 2
CCOC(=O)C1=C(CSCC(=O)OC)NC(=O)NC1c1cc(C)ccc1C (configuration not stated) | i | nt | -2 | -4 | 1 | 25 | -5 | nt | -1 | 0
Cc1nc2ccccn2c1C(=O)NN=C1CCN(C)CC1 | -1.5 | 4.5 | 6 | 9 | 1 | 31 | -22 | nt | 9 | 4
Cc1cc(NC(=O)c2ccc(Br)c([N+](=O)[O-])c2)no1 | i | -0.5 | 7 | -2 | -1 | 7 | -12 | -0.5 | -3 | 1
Cc1ccc(-c2noc(CCCc3ccccc3)n2)cc1 | 0.1 | -1.5 | -10 | -4 | -2 | 9 | -41 | -0.5 | 6 | 0
COc1cc(OC)cc(N(C(=O)CNC(=O)c2cccs2)C(C(=O)NCC2CCCO2)c2ccccc2)c1 (configuration not stated) | i | -1.5 | 6 | -3 | 4 | 8 | 3 | -2.5 | -6 | -1
O=C1/C(=C\c2ccc(O)cc2)CCC1CNc1ccc(Cl)cc1 (configuration not stated) | -1.0 | nt | -1 | nt | -1 | nt | -5 | nt | 8 | nt
COc1ccc(NC(=O)Nc2cccc3c2O[C@H](CN(C)S(=O)(=O)c2c(C)noc2C)[C@@H](C)CN([C@H](C)CO)C3=O)cc1 | -1.0 | -1.6 | 5 | -3 | -1 | nt | -2 | -0.8 | 3 | nt

Whole records, looked up by structure. Values in the order: Vc quorum ag | Mtb UGM inh | MazEF act | Rv3671c inh | FBA Mtb inh | DUSP3 inh | SSB-PriA inh | Mtb BioA inh | GDH-TPI counter | 3CLpro inhibitor
`Cn1c(=O)c(=O)n(C)c2cc(S(=O)(=O)CCC(=O)Nc3ccccc3C(F)(F)F)ccc21` across the screens: i | nt | -5 | nt | 3 | nt | nt | 1.6 | 9 | nt
`O=C1/C(=C\c2ccc(O)cc2)CCC1CNc1ccc(Cl)cc1` (configuration not stated) across the screens: -1.0 | nt | -1 | nt | -1 | nt | -5 | nt | 8 | nt
`Cc1cc(NC(=O)c2ccc(Br)c([N+](=O)[O-])c2)no1` across the screens: i | -0.5 | 7 | -2 | -1 | 7 | -12 | -0.5 | -3 | 1
`CCOC(=O)C1=C(CSCC(=O)OC)NC(=O)NC1c1cc(C)ccc1C` (configuration not stated) across the screens: i | nt | -2 | -4 | 1 | 25 | -5 | nt | -1 | 0
`COc1cc(OC)cc(N(C(=O)CNC(=O)c2cccs2)C(C(=O)NCC2CCCO2)c2ccccc2)c1` (configuration not stated) across the screens: i | -1.5 | 6 | -3 | 4 | 8 | 3 | -2.5 | -6 | -1
